STAT3 act = IL-6 driven STAT3 reporter potentiators, primary screen, U3A cells, luciferase, luminescence, MLSCN library. actives 0.91% (n = 190,000). IL-6 STAT3-luciferase reporter; 100% = signal with IL-6 EC80 alone. activation (% of control), % at 5.6 µM;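 active means activation above the screen-wide mean of compound activation plus 3 SD, cut at about 130% in these data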;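 further: 0% = background luminescence of wells with medium and substrate only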
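System – human U3A cells carrying STAT3-luciferase construct · Probe or stimulus – Interleukin-6, 33 ng/mL · Schedule – compound 1 h, then IL-6 6 h at 37 °C · Signal – luminescence from STAT3-driven luciferase reporter · Evaluation – percent of IL-6-only median luminescence · Benchmarks – IL-6-only high control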
APP 5'UTR act = activators of APP 5'UTR luciferase reporter, primary screen, SH-SY5Y cells | SH-SY5Y APP 5'UTR luciferase reporter, luminescence; zero percent = DMSO vehicle wells | actives 1% (n = 190,000) | activation, % at 2 µM;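 active means activation above a set limit, based on mean plus 3 SD of controls, cut at about 140% in these data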; further: values of inactives mirror those of a sister screen read the other way
STAT1 activator = STAT1 signaling activators, primary screen, cell-based, HTS, luciferase reporter. NIH 3T3 STAT1-luciferase reporter, IFN-gamma, luminescence; 100% = IFN-gamma alone, no compound. activation (% of control), % at 5.5 µM. actives 2.6% (n = 200,000). AID 932, 2007;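 active means activation above the screen-wide mean activation plus 3 SD, cut at about 130% in these data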;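 further: raw ratio to IFN-gamma control signal so 100% means no change and 0% no light; values of inactives mirror those of a sister screen read the other way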
APP transl inh = inhibitors of APP translation via 5'UTR reporter, primary screen, APP 5'UTR luciferase, SH-SY5Y cells. inhibition, % at 2 µM. SH-SY5Y APP 5'UTR-luciferase reporter, luminescence. actives 0.82% (n = 190,000). AID 1285, 2008;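 active means inhibition above a set limit, derived from the sample mean plus 3 SD, cut at about 45% in these data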; further: values of inactives mirror those of a sister screen read the other way
STAT3 blocker = IL-6 driven STAT3 reporter inhibitors, primary screen, U3A cells, luciferase, luminescence, MLSCN library; IL-6 STAT3-luciferase reporter; host cell line lacks STAT1; inhibition, % at 5.5 µM; actives 0.89% (n = 190,000);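 active means inhibition above the mean inhibition across all screened compounds plus 3 SD, cut at about 44% in these data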;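 further: 0% = DMSO only wells and 100% = 100 µM nifuroxazide control wells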
FLuc inhib CS = firefly luciferase enzyme inhibitors, primary screen, artefact control for luciferase-based inhibitor screens, biochemical, luminescence, ATPLite; Luciferin 4-monooxygenase (Photinus pyralis), P08659; 10 min; inhibition, % at 10 µM; actives 1.5% (n = 200,000); AID 1006, 2008;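 active means inhibition above about 50% when tested at 10 µM, limit read from the data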
Target sequence (P08659 whole entry, looked up): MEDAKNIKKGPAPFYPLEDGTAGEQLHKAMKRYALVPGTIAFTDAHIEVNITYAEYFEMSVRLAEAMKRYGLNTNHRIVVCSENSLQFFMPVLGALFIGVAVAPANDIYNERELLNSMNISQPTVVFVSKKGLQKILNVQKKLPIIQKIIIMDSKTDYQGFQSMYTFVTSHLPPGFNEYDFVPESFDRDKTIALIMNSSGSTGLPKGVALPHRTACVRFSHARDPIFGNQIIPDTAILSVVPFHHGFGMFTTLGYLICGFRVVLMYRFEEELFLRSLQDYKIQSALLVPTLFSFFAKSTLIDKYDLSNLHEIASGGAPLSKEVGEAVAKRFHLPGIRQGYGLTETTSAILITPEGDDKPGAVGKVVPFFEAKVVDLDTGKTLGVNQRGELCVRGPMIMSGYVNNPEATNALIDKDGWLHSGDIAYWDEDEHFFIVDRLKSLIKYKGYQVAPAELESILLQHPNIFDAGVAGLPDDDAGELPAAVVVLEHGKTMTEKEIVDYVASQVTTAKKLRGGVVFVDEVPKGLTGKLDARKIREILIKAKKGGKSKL
FLuc act counter = FLuc activators, initial screening, artefact control for FLuc-dependent activation tests, biochemical, ATPlite luminescence. Luciferin 4-monooxygenase (Photinus pyralis), P08659. ATPlite luciferase biochemical, 10 min; 0 = ATP-free wells, 1 = DMSO control. activation factor at 10 µM. 200,000 tested, under 10 active. AID 1027, 2008;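 active means luciferase activation factor, scaled between plate controls, of at least 2 with compound at 10 µM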
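System: luciferase plus luciferin reagent, cell-free; medium: PBS as buffer for the ATP substrate; dosing: test compounds dosed from 2 mM stocks in 100% DMSO; timing: 10 min post-reagent at room temperature; measured by: luminescence measurement of luciferase light output; evaluation: luciferase activation, seen as luminescence increase over controls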
NF-kB expr up = activators of NF-kB expression in neurons, primary screen, cell-based, HTS | actives 1.6% (n = 190,000) | human neuronal cells, NF-kB reporter expression; active compounds read high | fold change at 12.5 µM; in the data active means fold change above about 3.3
ROMK primary = ROMK potassium channel modulators, primary screen, cell-based, thallium flux, MLSMR library; ATP-sensitive inward rectifier potassium channel 1 (Homo sapiens), P48048; Tet-inducible ROMK, thallium flux fluorescence; actives lie on both sides; B-score at 10 µM; actives 2% (n = 130,000);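 active means signal ratio slope over the read window, or its plate-corrected B-score, at least 3 SD from the plate mean, either direction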;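 further: B-score of the F/F0 ratio slope over 7 to 12 s after thallium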
Target sequence (P48048 whole entry, looked up): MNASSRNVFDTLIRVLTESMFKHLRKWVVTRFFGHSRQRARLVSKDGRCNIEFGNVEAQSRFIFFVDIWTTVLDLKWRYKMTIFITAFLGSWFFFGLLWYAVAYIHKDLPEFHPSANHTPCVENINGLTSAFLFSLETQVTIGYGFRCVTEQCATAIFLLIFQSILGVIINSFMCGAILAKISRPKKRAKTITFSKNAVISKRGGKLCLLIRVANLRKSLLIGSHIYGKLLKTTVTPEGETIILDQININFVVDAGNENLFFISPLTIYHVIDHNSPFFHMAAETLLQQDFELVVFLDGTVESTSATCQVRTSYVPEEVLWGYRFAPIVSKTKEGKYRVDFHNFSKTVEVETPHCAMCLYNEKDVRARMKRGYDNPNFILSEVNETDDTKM
STAT1 inh = STAT1 signaling inhibitors, primary screen, cell-based, HTS, luciferase reporter | actives 0.35% (n = 200,000) | AID 920, 2007 | NIH 3T3 STAT1-luciferase reporter, IFN-gamma, luminescence | inhibition, % at 5.5 µM;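 active means inhibition above a set limit, the mean inhibition across all tested compounds plus 3 SD, cut at about 34% in these data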;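 further: 0% = IFN-gamma with DMSO and 100% = IFN-gamma with 300 µM nifuroxazide; values of inactives mirror those of a sister screen read the other way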
* marks the source's active call; other numbers are inactive results; . = not tested or not shown.

Order of values: STAT3 act	APP 5'UTR act	STAT1 activator	APP transl inh	STAT3 blocker	FLuc inhib CS	FLuc act counter	NF-kB expr up	ROMK primary	STAT1 inh
COc1cc(/C=C/C(=O)Nc2ccc(C)cc2)cc(OC)c1OC
 : 84.3	-6.4	100.6	6.4	20.0	-3.9	1	1.43	0.414	-1.1
O=C(CSc1nc(-c2ccco2)cc(C(F)(F)F)n1)N1CCN(c2ccc(Cl)cc2)CC1
 : 96.6	6.5	100.9	-6.5	5.5	-4.8	1	0.97	0.22	1.9
CC1CC(C)CN(CC(=O)c2cccs2)C1 (configuration not stated)
 : 105.0	-3.1	100.5	3.1	-1.1	-3.7	1	1.41	.	-2.0
Cc1nc(NC(=S)NC(=O)c2ccccc2)sc1C(=O)N(C)C
 : 107.5	-4.2	109.4	4.2	-2.5	12.8	0.9	1.1	0.631	-10.3
CC1CCCC(C)N1/N=C/c1ccccc1C(=O)O (configuration not stated)
 : 100.5	19.7	92.3	-19.7	0.0	-0.6	1	1.09	-0.905	8.8
C(=N\Nc1ncnc2sc3c(c12)CCC3)/c1cccs1
 : 152.0*	-0.5	92.5	0.5	-58.8	-8.4	1.1	0.68	.	8.4
Cn1ccc(-c2ccccc2)n1
 : 93.9	3.1	105.2	-3.1	8.5	-5.3	1.1	1.31	0.166	-7.1
Cc1ccc(CC(=O)Nc2nncs2)cc1
 : 103.3	7.7	94.0	-7.7	0.2	-6.0	1.1	1.26	-0.0583	6.5
CC(/C=N/NC(=O)Cn1nccc1C)=C\c1ccc(C(C)C)cc1
 : 109.0	10.5	129.3*	-10.5	-7.9	-3.4	1	1.1	.	-32.8
Nc1nc(SCC(=O)Nc2ccc(Oc3ccccc3)cc2)n[nH]1
 : 99.9	-0.7	100.6	0.7	-2.3	4.3	1	0.8	-0.752	1.7

The closing 4 records of the section before open the next one.
Order of values: STAT3 act	APP 5'UTR act	STAT1 activator	APP transl inh	STAT3 blocker	FLuc inhib CS	FLuc act counter	NF-kB expr up	ROMK primary	STAT1 inh
Cn1ccc(-c2ccccc2)n1
 : 93.9	3.1	105.2	-3.1	8.5	-5.3	1.1	1.31	0.166	-7.1
Cc1ccc(CC(=O)Nc2nncs2)cc1
 : 103.3	7.7	94.0	-7.7	0.2	-6.0	1.1	1.26	-0.0583	6.5
CC(/C=N/NC(=O)Cn1nccc1C)=C\c1ccc(C(C)C)cc1
 : 109.0	10.5	129.3*	-10.5	-7.9	-3.4	1	1.1	.	-32.8
Nc1nc(SCC(=O)Nc2ccc(Oc3ccccc3)cc2)n[nH]1
 : 99.9	-0.7	100.6	0.7	-2.3	4.3	1	0.8	-0.752	1.7
COc1cccc(/C(O)=C2/C(=O)C(=O)N(CCN3CCOCC3)C2c2cccs2)c1 (configuration not stated)
 : 100.6	6.6	105.8	-6.6	8.6	-8.5	1.1	1.2	.	-8.8
CS(=O)(=O)c1cnc2c(-c3ccc(F)cc3)cnn2c1N
 : 107.6	32.7	161.9*	-32.7	-1.1	45.5	0.5	3.51*	-0.00223	-69.2
Cc1ccccc1C(=O)NC(=S)Nc1ccccc1N1CCCC1
 : 110.2	13.7	91.9	-13.7	-0.1	-6.3	1.1	1.19	-0.108	7.1
CCCc1nc2c([nH]1)C(c1cccnc1)C(C#N)=C(N)O2 (configuration not stated)
 : 103.1	20.4	97.9	-20.4	-5.4	-5.8	1.1	1.37	0.000483	2.4
CC(=O)N1CCN(C(=S)c2ccc([N+](=O)[O-])cc2)CC1
 : 102.1	3.2	92.3	-3.2	7.0	-1.9	1	1.1	.	6.8
COc1ccccc1NC(=O)CN1CCN(C(=O)c2ccco2)CC1
 : 96.2	14.3	101.0	-14.3	5.9	-7.6	1.1	1.21	0.527	7.5
O=C(CSc1ccccc1C(=O)O)NC1CCCCCCC1
 : 103.1	12.3	100.4	-12.3	-2.5	-7.5	1.1	1.29	-0.602	-4.2
Cc1ccccc1C(=O)Nc1nnc(-c2ccco2)s1
 : 41.9	140.8*	58.6	-140.8	68.9*	41.8	0.6	3.72*	-0.208	44.4*
CC(NC(=O)Nc1ccccc1)C(c1ccccc1)N1CCOCC1 (configuration not stated)
 : 97.7	18.2	102.8	-18.2	0.3	0.8	1	0.94	1.04	-3.2
O=C(Cn1cc2c(n1)CCCC2)NC1CCCCCC1
 : 105.5	22.0	108.7	-22.0	-7.6	0.2	1	1.39	.	-12.4
CCC(C)NC(=O)C1CCN(c2nc(OC)nc(OC)n2)CC1 (configuration not stated)
 : 98.9	-13.9	102.9	13.9	2.4	-6.4	1.1	1.17	.	-3.1
COc1ccc(NC2=NCCC(=O)N2Cc2cccs2)cc1
 : 99.3	-6.1	104.2	6.1	7.0	-5.0	1.1	1.07	.	-4.6
Cc1ccc(C(=O)OC2CCS(=O)(=O)c3sccc32)cc1 (configuration not stated)
 : 79.2	0.5	104.5	-0.5	27.8	-1.7	1	1.42	.	-4.9
CCc1nnc(NS(=O)(=O)c2ccc(N=Cc3c(C)[nH]n(-c4ccc(Cl)cc4)c3=O)cc2)s1
 : 103.1	9.4	101.4	-9.4	-4.8	8.9	0.9	1.72	.	-1.6
Cc1nc2nc(C)c(CCC(=O)N3CCOCC3)c(C)n2n1
 : 99.5	9.9	109.7	-9.9	3.4	-6.7	1.1	0.92	1.1	-10.6
Nc1nonc1C(=Nc1ccc(Br)cc1)NO
 : 108.1	1.5	102.3	-1.5	-4.8	-7.4	1.1	1.14	-1.69	-2.5
Cc1ccc(N2C(=O)CCSC23C(=O)Nc2ccccc23)cc1 (configuration not stated)
 : 101.1	4.0	96.3	-4.0	2.3	-2.5	1	1.43	-0.312	4.1
Cc1cc(C(=O)CN2CCCC2)c(C)n1-c1ccc(Cl)cc1
 : 113.2	-8.6	95.8	8.6	-13.5	-2.8	1	1.12	-0.127	3.8
O=C(c1ccccc1)C(Sc1ncn[nH]1)c1ccccc1 (configuration not stated)
 : 107.7	5.6	96.2	-5.6	-9.2	-11.9	1.1	1.2	.	4.1
COc1ccc(-c2nc(-c3ccc(NC(=O)c4ccncc4)cc3)no2)cc1OC
 : 74.5	0.0	85.7	0.0	35.7	-7.5	1.1	0.29	.	15.9
Cc1cc(C)n(-c2nc(C(=O)O)cs2)n1
 : 103.0	24.8	91.5	-24.8	3.4	-7.5	1.1	1.15	-0.22	7.8
Cc1ccc(Sc2ncccc2C(=O)O)c(C)c1
 : 87.9	-11.0	98.6	11.0	21.1	-0.1	1	1.23	1.24	1.5
CCOc1ccc(NC(=O)N2CCN(CC)CC2)cc1
 : 100.2	11.6	93.1	-11.6	3.0	-4.2	1	1.29	-0.0514	7.6
NC(=O)CC[C@H](NC(=O)c1ccc(F)cc1)C(=O)OCC(=O)Nc1ccc(N2CCOCC2)cc1
 : 98.2	13.8	105.0	-13.8	5.9	-5.9	1.1	1.32	0.649	-5.7
O=C(Nc1cccc(C(F)(F)F)c1)C1CCCN1S(=O)(=O)c1cccc2cccnc12 (configuration not stated)
 : 95.7	17.4	91.2	-17.4	7.7	-7.0	1.1	0.77	-2.31	9.6
Cc1cc(C(=O)N/N=C/c2cn[nH]c2-c2ccccc2)cs1
 : 99.5	1.7	103.6	-1.7	-1.9	-5.2	1.1	1.28	0.169	-1.4
COCCNC(=O)CSCc1nc(-c2ccc(SC)cc2)oc1C
 : 111.8	5.1	73.5	-5.1	-10.3	2.2	1	0.52	-0.736	28.5
O=C(N/N=C/c1ccc(C(=O)O)cc1)C1=NNC(c2ccccc2)(c2ccccc2)C1
 : 99.0	-25.4	100.2	25.4	4.9	-2.7	1	1.18	2.08	-2.2
Cc1ccc2c(c1)[nH]c1c(=O)n(CCN3CCNCC3)cnc12
 : 113.7	0.5	106.4	-0.5	-11.1	-11.6	1.1	1.41	.	-6.9
CC(C)CN1CCN(Cc2nc3ccccc3s2)CC1CCO (configuration not stated)
 : 112.9	19.6	105.2	-19.6	-14.7	-5.7	1.1	0.94	-0.0952	-6.7
O=C(NC1CCCC1)C1CCCN(S(=O)(=O)c2cnc[nH]2)C1 (configuration not stated)
 : 98.3	-2.4	105.3	2.4	6.9	-0.6	1	1.23	.	-5.9
CC(C)Cn1c(N)c(C(=O)COC(=O)c2cnc(Cl)c(Cl)c2)c(=O)n(C)c1=O
 : 100.0	7.0	81.1	-7.0	4.8	-1.6	1	0.96	-1.55	20.0
C[C@@H]1NC(=O)c2cc([N+](=O)[O-])cc(I)c2OCC[C@@H](C(N)=O)NC(=O)[C@H](CCC(=O)O)NC1=O
 : 103.6	9.7	101.2	-9.7	-7.2	-4.6	1	1.09	-0.81	-1.4
Cn1nc(-c2ccc(Cl)cc2)c2cc(C(=O)N3CCCC3)sc21
 : 106.8	-4.6	74.8	4.6	-3.5	-3.7	1	0.89	.	27.7
Cc1cccc2nc(CSc3ccccc3C(=O)O)cn12
 : 104.5	4.3	98.6	-4.3	-10.1	3.5	1	1.1	.	1.5
COC(=O)CN(c1ccc(F)cc1)S(=O)(=O)c1ccc2c(c1)OCCO2
 : 99.4	-3.7	100.8	3.7	10.5	-0.3	1	1.11	.	-0.9

High-throughput results deposited in PubChem by several laboratories.
